G9a inh: G9a (human) methyltransferase inhibition | Potency, µM (top dose mostly 102 µM), for inactives: at the highest dose activity, negative = inhibition, most hits filed as inhibitors | actives 8.8% (n = 350,000) | G9a H3K9 monomethylation, AlphaScreen, 2 h; note: % is set by controls: 0 for no effect and ±100 for the full control effect; nearly all actives have a fitted effect of over 75% in size
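G9a (20 nM) preincubated 15 min RT with compounds, then 500 nM biotinylated H3K9 peptide and 20 uM SAM added; 2 h RT reaction. Monomethyl-H3K9 product detected by AlphaScreen with anti-H3K9me1 antibody, streptavidin donor and anti-rabbit IgG acceptor beads.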
HP1b chromo inh: inhibitors of HP1-beta chromodomain binding to methylated histone tails | Potency, µM (series often up to 114 µM), for inactives: at the highest dose activity change, negative = inhibition, hits mostly inhibitors | AlphaScreen HP1-beta / biotin-H3K9me3 peptide binding | AID 540317 | actives 0.56% (n = 390,000); note: nearly all actives have a fitted effect of over 70% in size; inactives centre near 23
Target sequence (P83916 whole entry, looked up): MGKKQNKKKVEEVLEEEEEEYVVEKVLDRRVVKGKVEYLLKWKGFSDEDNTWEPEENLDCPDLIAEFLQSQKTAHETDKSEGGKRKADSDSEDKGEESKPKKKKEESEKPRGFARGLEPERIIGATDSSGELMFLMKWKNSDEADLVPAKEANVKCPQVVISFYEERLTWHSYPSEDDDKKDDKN
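AlphaScreen: HP1-beta (50 nM) preformed 30 min with biotin-H3(1-18)K9me3 peptide (50 nM) in PBS pH 7.4, 0.01% Tween-20. Compound added for 30 min at RT, then streptavidin donor/nickel chelate acceptor beads (10 ug/mL) for 30 min.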
BLM inh: inhibitors of human Bloom syndrome helicase BLM; recombinant BLM DNA unwinding, fluorescence dequenching; Potency, µM (series often up to 56.1 µM), for the others: top-dose activity change, negative = inhibition, most hits filed as inhibitors; actives 0.2% (n = 350,000); AID 2528;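 note: plate controls were vehicle for no effect and no enzyme for full effect; nearly all actives have a fitted effect of over 35% in size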
Tb PGK inh: blocks T. brucei phosphoglycerate kinase. P07378. PGK/GAPDH coupled, Kinase-Glo luminescence, 60 min. Potency, µM (top dose mostly 57.5 µM), for inactives: at the highest dose activity change, negative = inhibition, hits mostly inhibitors. actives 0.043% (n = 380,000). AID 602233; note: % is set by controls: 0 for no effect and ±100 for the full control effect; nearly all actives have a fitted effect of over 60% in size
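Luminescent ATP detection (Kinase-Glo Plus) follows a 60-minute room-temperature incubation, with wells lacking PGK as controls. Buffer: 100 mM TEA (pH 7.6), 5 mM MgCl2, 0.01% Tween-20. Coupling enzyme GAPDH (100 nM final) supplies unstable 1,3-BPG in-well.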
JMJD2A Tudor inh: JMJD2A Tudor domain (human) inhibition. O75164. AlphaScreen JMJD2A-Tudor / H3K4me3 peptide binding. Potency, µM (series often up to 114 µM), inactives show top-dose activity change, negative = inhibition, hits mostly inhibitors. actives 4.4% (n = 390,000). AID 504339; note: % is set by controls: 0 for no effect and ±100 for the full control effect; nearly all actives have a fitted effect of over 50% in size
GLS inh: inhibitors of human glutaminase (GLS); O94925; GLS enzymatic activity, qHTS titration; Potency, µM (highest dose often 45.5 µM), without a hit: at the top dose activity change, negative = inhibition, hits mostly inhibitors; actives 0.21% (n = 410,000); note: % is set by controls: 0 for no effect and ±100 for the full control effect
Target sequence (O94925 whole entry, looked up): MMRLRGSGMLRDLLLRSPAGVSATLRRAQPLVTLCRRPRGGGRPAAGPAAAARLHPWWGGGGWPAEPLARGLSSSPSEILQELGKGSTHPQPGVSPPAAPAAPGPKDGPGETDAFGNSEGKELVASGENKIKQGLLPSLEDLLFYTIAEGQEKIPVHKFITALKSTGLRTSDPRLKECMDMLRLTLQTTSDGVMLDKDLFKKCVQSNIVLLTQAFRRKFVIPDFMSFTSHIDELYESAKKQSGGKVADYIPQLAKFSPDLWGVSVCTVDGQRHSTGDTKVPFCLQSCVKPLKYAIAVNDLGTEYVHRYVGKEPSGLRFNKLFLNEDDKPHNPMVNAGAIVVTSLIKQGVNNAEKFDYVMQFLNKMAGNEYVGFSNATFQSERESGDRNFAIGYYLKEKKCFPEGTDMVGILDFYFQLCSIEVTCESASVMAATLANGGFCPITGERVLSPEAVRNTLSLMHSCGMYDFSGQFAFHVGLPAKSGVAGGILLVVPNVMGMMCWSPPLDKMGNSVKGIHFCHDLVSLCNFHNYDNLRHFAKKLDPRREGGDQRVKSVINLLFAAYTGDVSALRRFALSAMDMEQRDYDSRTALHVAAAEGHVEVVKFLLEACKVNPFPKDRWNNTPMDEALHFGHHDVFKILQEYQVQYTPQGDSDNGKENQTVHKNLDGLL
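Human kidney-isoform GLS in 45 mM KH2PO4 pH 8.2, 0.02% Tween-20, with compound, started with 1mM L-Glutamine (added stock). Glutamate oxidase/HRP/Amplex red coupled fluorescence read at start and after 30 min at RT.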
Pin1 inh: inhibitors of human Pin1. Q13526. Pin1 FP peptide displacement, HiFluor488, 10 min. Potency, µM (titrated, usually from 115 µM), for the others: top-dose activity, negative = inhibition, hits mostly inhibitors. actives 0.009% (n = 390,000); active = well fitted inhibition curve with a large enough effect in the polarisation, with a control signal flat, not every such curve was filed as active; inconclusive = small, poorly fitted or top-dose-only effect, or effect the other way, or a change in a side signal; inactive = no such curve, though single readings can be large or run the other way; the % refers to the polarisation; note: % is set by controls: 0 for no effect and ±100 for the full control effect
Target sequence (Q13526 whole entry, looked up): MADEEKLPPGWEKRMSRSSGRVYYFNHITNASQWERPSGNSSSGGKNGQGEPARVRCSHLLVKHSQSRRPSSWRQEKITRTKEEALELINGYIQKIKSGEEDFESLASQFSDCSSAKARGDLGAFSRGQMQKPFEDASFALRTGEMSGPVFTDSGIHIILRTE
POLI inh: DNA polymerase iota (human) inhibition. Pol iota fluorescent replication assay, 10 min. Potency, µM (highest dose often 115 µM), for inactives: at the highest dose activity, negative = inhibition, usual class: inhibitors. actives 1% (n = 390,000). AID 588590
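Pol iota at 10 nM preincubated 15 min with compounds at room temperature; reaction started with fluorescent substrate, 50 nM final. Fluorescence read kinetically at 0 and 10 min; buffer-only wells as negative control.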
BAZ2B block: inhibitors of human BAZ2B bromodomain | Q9UIF8 | AlphaScreen BAZ2B-H3K14Ac peptide displacement | Potency, µM (doses to about 114 µM), inactives show at the highest dose activity change, negative = inhibition, hits mostly inhibitors | actives 4.4% (n = 360,000) | AID 504333; note: % is set by controls: 0 for no effect and ±100 for the full control effect; nearly all actives have a fitted effect of over 60% in size
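AlphaScreen displacement of biotin-H3(5-23)K14Ac peptide (50 nM final) from BAZ2B (50 nM final) in PBS pH 7.4, 0.01% Tween-20; complex preformed 30 min RT, then compounds (top 110 uM) 30 min RT, beads 20 min dark.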
Starred values were filed as active, the others as inactive; i = inactive; ? = inconclusive; . = no result given; & = joins results of further samples; [ ] = another dose, or the depositor's remark. Unless noted, calls come from the whole dose curve; as a rule, active = well fitted curve in the direction sought with a large enough effect; inconclusive = small, poorly fitted or top-dose-only effect, or another doubt; inactive = no such curve, though single readings can be large; an effect the other way counts as inactive or inconclusive. Potency is the fitted concentration of half-maximal effect.

SMILES	G9a inh	HP1b chromo inh	BLM inh	Tb PGK inh	JMJD2A Tudor inh	GLS inh	Pin1 inh	POLI inh	BAZ2B block
Cc1cc(C)nc(SCc2cn3c(C)cccc3n2)n1	-41%	28%	1%	-4%	?	-11%	-1%	200%[activator]	-4%
c1ccc(Nc2nnc(SCc3cccc4ccccc34)s2)cc1	5%	25%	-8%	-1%	-13%	4%	-1%	-4%	-1%
O=C(O)c1cccc(NC(=O)C2CCCO2)c1 (centres undefined)	3%[59 µM]	23%	-3%	6%	-12%	-2%	3%	2%	7%
O=C(O)CC(NC(=O)OCc1ccccc1)c1ccc(Br)cc1 (centres undefined)	-40%[59 µM]	33%	-6%	6%	-11%	8%	0%	9%	-4%
CC(C)C(=O)NC(c1cccc([N+](=O)[O-])c1)c1ccc2cccnc2c1O (centres undefined)	.	29%	-7%	8%	?	-23%	-5%	132%[activator]	25µM*
COc1cccc(-c2nn(C)c3sc(C(=O)NCc4ccc(OC)cc4OC)cc23)c1	?	9%	-7%	6%	-26%	8%	14%	22%	.
Cc1cc(SCNC(=O)c2ccccc2)nc(C(C)C)n1	32µM*	30%	-5%	8%	9%	-1%	1%	116%[activator]	-7%
Cc1cc(C)nc(N/N=C/c2cn[nH]c2-c2ccccc2)n1	-31%	10%	-1%	-4%	-21%	14%	2%	?	-14%
O=c1oc2ccccc2c2c1cnc1ccccc12	.	30%	.	-1%	3%	-3%	7%	-2%	.
Cc1cc(SCC(=O)N(C)CC(=O)Nc2ccc(F)cc2)nc2ccccc12	13%	1%	1%	-7%	-17%	6%	?	17%	-7%
Cc1c(C(=O)NCCN(C)C)oc2c1-c1nn(Cc3ccccc3Cl)cc1CC2	1%[59 µM]	37%	-1%	0%	-21%	-4%	-5%	25%	5%
COc1ccc(Oc2cn[nH]c2-c2ccc(OCC(=O)NN)cc2O)cc1	-31%	30%	-6%	-8%	?	32%[activator]	0%	?	?
Cc1nn(Cc2ccccc2)c(Cl)c1/C=C/C(=O)OC(C)C(=O)N1CCCC1 (centres undefined)	11%	29%	0%	i	-16%	-4%	0%	20%	-5%
O=C(NNC(=O)C1CCN(S(=O)(=O)c2c(Cl)cccc2Cl)CC1)c1ccccc1O	-5%	15%	.	-3%	-19%	3%	0%	15%	-24%
Cc1ccc(C)c(NC(=O)Cn2cc(S(=O)(=O)c3ccc(F)cc3)c(=O)c3cc(F)ccc32)c1	6%[59 µM]	39%[activator]	-4%	-3%	-5%	-3%	2%	41%[activator]	1%
CCCCCOC(=O)CSc1nc2sc3c(c2c(=O)n1-c1ccccc1)CC(C)(CC)OC3 (centres undefined)	0%[59 µM]	5%	-11%	-2%	-18%	-4%	58%[activator]	12%	-1%
Cc1cc(C)n2ncc(-c3cccc(Br)c3)c2n1	490%[activator]	300%[activator]	-7%	3%	217%[activator]	2%	0%	47%[activator]	298%[activator]
Cc1ccc(NC(=O)CCNS(=O)(=O)c2ccccc2)c(C(=O)c2ccccc2)c1	-6%	8%	-6%	12%	-19%	18%	-1%	9%	-22%
O=C(N/N=C/c1cccs1)c1cccc(NC(=O)c2ccccc2Cl)c1	6%[59 µM]	19%	-5%	3%	-2%	0%	6%	36%[activator]	12%
O=C(CNC(=O)c1ccncc1)Nc1ccc(F)c(F)c1	11%	55%[activator]	-4%	-7%	36%[activator]	7%	4%	40%[activator]	-12%
CCOC(=O)/C=C/c1ccc2c(c1)S(=O)(=O)N(c1cccc(OC)c1)[C@H]2CC(=O)OCC	.	46%[activator]	.	i	-15%	-2%	38%[activator]	15%&-10%	.
O=C(COC(=O)c1cc(Br)ccc1Cl)NC(=O)NCc1ccccc1	12%[59 µM]	34%	2%	0%	1%	15%	0%	44%[activator]	7%
CCCN(C(=O)Cc1coc2cc(C)c(C)cc12)c1c(N)n(Cc2ccccc2)c(=O)[nH]c1=O	-30%	12%	.	14%	-9%	8%	5%	15%	0%
CCOc1ccc(CCNC(=O)CSc2cc(=O)n(C)c3ccc(Cl)cc23)cc1OCC	-32%&4%[59 µM]	14%&28%	-7%&2%	3%&-5%	-7%&-18%	2%&-4%	-5%&16%	-6%&8%	-5%&3%
COC(=O)/C(C#N)=C/c1c(N2CCN(Cc3ccc4c(c3)OCO4)CC2)nc2c(C)cccn2c1=O	?	-11%	-10%	i	-23%	-1%	-3%	95%[activator]	?

10 consecutive compounds already listed:
SMILES	G9a inh	HP1b chromo inh	BLM inh	Tb PGK inh	JMJD2A Tudor inh	GLS inh	Pin1 inh	POLI inh	BAZ2B block
Cc1cc(C)nc(N/N=C/c2cn[nH]c2-c2ccccc2)n1	-31%	10%	-1%	-4%	-21%	14%	2%	?	-14%
O=c1oc2ccccc2c2c1cnc1ccccc12	.	30%	.	-1%	3%	-3%	7%	-2%	.
Cc1cc(SCC(=O)N(C)CC(=O)Nc2ccc(F)cc2)nc2ccccc12	13%	1%	1%	-7%	-17%	6%	?	17%	-7%
Cc1c(C(=O)NCCN(C)C)oc2c1-c1nn(Cc3ccccc3Cl)cc1CC2	1%[59 µM]	37%	-1%	0%	-21%	-4%	-5%	25%	5%
COc1ccc(Oc2cn[nH]c2-c2ccc(OCC(=O)NN)cc2O)cc1	-31%	30%	-6%	-8%	?	32%[activator]	0%	?	?
Cc1nn(Cc2ccccc2)c(Cl)c1/C=C/C(=O)OC(C)C(=O)N1CCCC1 (centres undefined)	11%	29%	0%	i	-16%	-4%	0%	20%	-5%
O=C(NNC(=O)C1CCN(S(=O)(=O)c2c(Cl)cccc2Cl)CC1)c1ccccc1O	-5%	15%	.	-3%	-19%	3%	0%	15%	-24%
Cc1ccc(C)c(NC(=O)Cn2cc(S(=O)(=O)c3ccc(F)cc3)c(=O)c3cc(F)ccc32)c1	6%[59 µM]	39%[activator]	-4%	-3%	-5%	-3%	2%	41%[activator]	1%
CCCCCOC(=O)CSc1nc2sc3c(c2c(=O)n1-c1ccccc1)CC(C)(CC)OC3 (centres undefined)	0%[59 µM]	5%	-11%	-2%	-18%	-4%	58%[activator]	12%	-1%
Cc1cc(C)n2ncc(-c3cccc(Br)c3)c2n1	490%[activator]	300%[activator]	-7%	3%	217%[activator]	2%	0%	47%[activator]	298%[activator]

(listing goes on)
SMILES	G9a inh	HP1b chromo inh	BLM inh	Tb PGK inh	JMJD2A Tudor inh	GLS inh	Pin1 inh	POLI inh	BAZ2B block
O=C(CNc1ccccc1-c1ccccc1)NCc1ccccc1	-4%[59 µM]	2%	-6%	1%	-30%	19%	0%	7%	-32%
CCc1nn(C(CC)C(=O)NCCc2ccc(OC)cc2OC)c(=O)c2cc3occc3n12 (centres undefined)	.	27%	-4%	5%	-14%	2%	-3%	-1%	-17%
CCOC(=O)N1CCN(C2CCCN(C(=O)c3ccccc3N(C)C)C2)CC1 (centres undefined)	43%[activator]	7%	-1%	-7%	-4%	24%	-3%	-27%	1%
CC(=O)c1cccc(NC(=O)C2CCN(S(=O)(=O)c3ccc4[nH]c(=O)ccc4c3)CC2)c1	-4%[59 µM]	12%[57 µM]	-2%	-5%	-10%	-4%	-3%	38%[activator]	3%
COc1nsnc1N1CCOCC1	2%	11%	-5%	11%	-5%	-8%	-3%	102%[activator]	-12%
COc1ccccc1C(=O)NC(=O)Nc1cccc(Cl)c1	16%	41%[activator]	-6%	.	-9%	1%	5%	-2%	43%[activator]
O=C(NCC1CCN(Cc2cccc(Cl)c2)CC1)C1CCCN(c2ncnc3c2nc2n3CCCCC2)C1 (centres undefined)	8%	37%	5%	-2%	-28%	3%	-2%	25%	?
Cc1cc(C)n(CC(=O)NNC(=O)c2cncc(Br)c2)n1	.	37%	.	-12%	-4%	-13%	-6%	67%[activator]	.
Cc1ccccc1N=C1N=C(N)c2ccccc21	10%	28%	3%	-3%	-13%	-7%	-1%	30%	1%
COc1cccc(COC(=O)Nc2ccccc2F)c1	36%	88%[activator]	-3%	-12%	38%[activator]	-6%	-11%	17%	45%[activator]
O=S(=O)(NC1CC(NS(=O)(=O)OCC(Cl)(Cl)Cl)C2CCCCC12)OCC(Cl)(Cl)Cl (centres undefined)	?	64%[activator]	-16%	i	1%	-6%	2%	28%	?
COc1ccc(NC(=O)C2=CC(c3ccc(C)cc3)=NS(=O)(=O)N2C)cc1	.	-20%	-8%	0%	?	-1%	0%	14%	?
Cc1cc(C(=O)C(C)OC(=O)c2ccc(NC(=O)CC#N)cc2)c(C)n1-c1ccc(OC(F)F)cc1 (centres undefined)	17%[12.7 µM]	-12%	.	-9%	?	7%	?	-7%	-30%
Cc1cc(C)cc(N(C(=O)Cc2cccs2)C(C(=O)NC2CCCCC2)c2ccccn2)c1 (centres undefined)	-24%[12.7 µM]	27%	-7%	-2%	-11%	.	-7%	-1%	5%[57.1 µM]
Clc1ccccc1CN1CCc2nc(N3CCN(c4ncccn4)CC3)ncc2C1	?	?	-8%	i	35µM*	6%	13%	16%	50µM*
CCC(CC)c1nnc(NC(=O)C2=NNC(=O)CC2)s1	-25%	21%	-1%	-8%	?	59%[activator]	1%	58%[activator]	?
COc1ccc(C(=O)NCCOc2cccc(Oc3ccccc3)c2)cc1OC	-120%[12.7 µM]	44%	.	-9%	-11%	0%	0%	15%	8%
COc1ccc(-c2nc(SCC(=O)NC3CCCC3)c(-c3ccccc3)[nH]2)cc1OC	?	-17%	-6%	i	?	-9%	2%	-4%	-35%
CC(C)Cn1c(N)c(C(=O)NCCN2CCOCC2)c2nc3ccccc3nc21	?	77%[activator]	1%	.	21%	1%	7%	35%[activator]	30%
COc1ccc(NC(=O)CCCSc2nc(-c3ccco3)cc(C(F)(F)F)n2)cc1	9%[59 µM]	27%	1%	-8%	1%	-1%	9%	-9%	-1%
CN(C)c1nc(N)nc(Cn2ccnc2)n1	1%[59 µM]	20%	4%	9%	-17%	-10%	1%	-12%	-2%

This is a subset, so the mix of outcomes need not match the whole.
